Screening data: PubChem BioAssay, National Center for Advancing Translational Sciences (NCATS)
PGK inhibitor: qHTS Assay to Find Inhibitors of Phosphoglycerate Kinase; Phosphoglycerate kinase, glycosomal (Trypanosoma brucei brucei), P07378; PGK/GAPDH coupled, Kinase-Glo luminescence, 60 min; Potency, µM (series often up to 57.5 µM), inactives show top-dose activity change, negative = inhibition, usual class: inhibitors; 380,000 compounds, 0.043% hits; further: potency means the concentration at half of the fitted maximal effect; on the % scale 0 is the no-effect control and ±100 the full control effect; nearly all actives have a fitted effect of over 60% in size
Target sequence (P07378 whole entry, looked up): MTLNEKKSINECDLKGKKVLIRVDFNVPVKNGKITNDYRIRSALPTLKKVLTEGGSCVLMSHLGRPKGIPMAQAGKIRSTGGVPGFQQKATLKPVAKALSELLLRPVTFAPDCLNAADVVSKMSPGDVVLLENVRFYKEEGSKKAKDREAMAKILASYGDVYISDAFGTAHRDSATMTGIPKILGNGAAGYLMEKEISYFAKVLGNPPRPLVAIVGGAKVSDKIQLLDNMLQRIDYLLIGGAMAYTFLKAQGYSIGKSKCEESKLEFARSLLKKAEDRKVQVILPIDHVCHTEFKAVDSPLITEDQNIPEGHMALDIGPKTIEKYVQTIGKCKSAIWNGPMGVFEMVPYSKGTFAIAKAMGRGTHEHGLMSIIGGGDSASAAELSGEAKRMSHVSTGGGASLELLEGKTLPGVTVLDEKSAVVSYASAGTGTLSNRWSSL
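Luminescent ATP detection (Kinase-Glo Plus) follows a 60-minute room-temperature incubation, with wells lacking PGK as controls. Buffer: 100 mM TEA (pH 7.6), 5 mM MgCl2, 0.01% Tween-20. Coupling enzyme GAPDH (100 nM final) supplies unstable 1,3-BPG in-well.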
Apoferritin bind: qHTS Assay for Identification of Novel General Anesthetics; Ferritin light chain (Equus caballus), P02791; apoferritin/1-aminoanthracene competitive binding, fluorescence; Potency, µM (doses to about 77.5 µM), inactives show at the top dose activity change, negative = displacement, most hits filed as inhibitors; 350,000 compounds, 0.074% hits; AID 485281, 2010; further: potency means the concentration at half of the fitted maximal effect; on the % scale 0 is the no-effect control and ±100 the full control effect; nearly all actives have a fitted effect of over 20% in size
Target sequence (P02791 2-175 limits assumed): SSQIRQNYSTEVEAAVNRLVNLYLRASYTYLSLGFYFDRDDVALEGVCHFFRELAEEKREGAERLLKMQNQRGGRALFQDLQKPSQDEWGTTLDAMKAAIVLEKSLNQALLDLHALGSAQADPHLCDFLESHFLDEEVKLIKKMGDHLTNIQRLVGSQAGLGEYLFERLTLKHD
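In PBS, apoferritin at 10 uM is loaded with 1-AMA from a 50% saturated solution. After 10 min of compound exposure at ambient temperature, reduced 535 nm fluorescence indicates probe displacement.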
POLI inh: qHTS for Inhibitors of Polymerase Iota; 390,000 compounds, 1% hits; DNA polymerase iota (Homo sapiens), Q9UNA4; Potency, µM (doses to about 115 µM), without a hit: at the highest dose activity, negative = inhibition, usual class: inhibitors; Pol iota fluorescent replication assay, 10 min; further: potency means the concentration at half of the fitted maximal effect
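Pol iota at 10 nM preincubated 15 min with compounds at room temperature; reaction started with fluorescent substrate, 50 nM final. Fluorescence read kinetically at 0 and 10 min; buffer-only wells as negative control.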
APEX1 inh: qHTS Assay for Inhibitors of the Human Apurinic/apyrimidinic Endonuclease 1 (APE1); DNA repair nuclease/redox regulator APEX1 (Homo sapiens), P27695; recombinant APE1, TAMRA/BHQ-2 abasic DNA cleavage fluorescence; Potency, µM (series often up to 65.8 µM), for the others: at the top dose activity change, negative = inhibition, actives largely listed as inhibitors; 350,000 compounds, 0.35% hits; AID 2517, 2012;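 further: potency means the concentration at half of the fitted maximal effect; plate controls were vehicle for no effect and reference inhibitor for full effect; nearly all actives have a fitted effect of over 55% in size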
Target sequence (P27695 whole entry, looked up): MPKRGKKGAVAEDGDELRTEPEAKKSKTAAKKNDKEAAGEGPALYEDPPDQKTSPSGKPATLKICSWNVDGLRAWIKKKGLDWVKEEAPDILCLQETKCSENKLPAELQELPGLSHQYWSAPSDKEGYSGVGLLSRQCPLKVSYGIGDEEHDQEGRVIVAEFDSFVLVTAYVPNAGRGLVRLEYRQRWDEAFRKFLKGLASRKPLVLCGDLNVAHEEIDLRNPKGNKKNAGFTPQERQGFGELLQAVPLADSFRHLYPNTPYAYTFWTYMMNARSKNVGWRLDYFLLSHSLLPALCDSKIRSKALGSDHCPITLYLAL
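APE1 at 0.75 nM final was preincubated with compound 15 min at room temperature, then 50 nM double-stranded THF abasic-site substrate (5'-TAMRA/3'-BHQ-2) was added. Fluorescence (ex 525/em 598 nm) was read kinetically; third-minus-first read gave activity.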
BLM inh: qHTS Assay for Inhibitors of Bloom's syndrome helicase (BLM); recombinant BLM DNA unwinding, fluorescence dequenching; Potency, µM (highest dose often 56.1 µM), for inactives: at the top dose activity change, negative = inhibition, hits mostly inhibitors; RecQ-like DNA helicase BLM (Homo sapiens), P54132; 350,000 compounds, 0.2% hits;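 further: potency means the concentration at half of the fitted maximal effect; plate controls were vehicle for no effect and no enzyme for full effect; nearly all actives have a fitted effect of over 35% in size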
RXFP1 antag: qHTS Assay for Antagonists of the Relaxin Receptor RXFP1. Relaxin receptor 1 (Homo sapiens), Q9HBX9. 350,000 compounds, 0.59% hits. HEK293-RXFP1, relaxin-stimulated cAMP HTRF, 30 min; stronger effect = lower value. activity change, negative = inhibition, % at 57.5 µM;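 active means activity change of -60% or lower, but not beyond a set lower limit; inconclusive means change between -60% and -40%, or beyond the set limit; inactive means change above -40%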; further: on the % scale 0 is the no-effect control and ±100 the full control effect
POLB inh: qHTS Assay for Inhibitors of DNA Polymerase Beta | P06746 | Pol beta primer extension/strand displacement, fluorescence kinetic | Potency, µM (titrated, usually from 114 µM), without a hit: at the top dose activity change, negative = inhibition, actives largely listed as inhibitors | 340,000 compounds, 1.3% hits | AID 485314, 2010; further: potency means the concentration at half of the fitted maximal effect; on the % scale 0 is the no-effect control and ±100 the full control effect
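Pol beta (10 nM) was preincubated with compound for 15 min at room temperature. The reaction was then started with 50 nM substrate and read immediately and after a further 10 min at room temperature.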
POLK inh: qHTS for Inhibitors of Polymerase Kappa; purified Pol kappa, fluorescent DNA synthesis assay, 10 min; Potency, µM (doses to about 107 µM), without a hit: at the highest dose activity, negative = inhibition, most hits filed as inhibitors; DNA polymerase kappa (Homo sapiens), Q9UBT6; 400,000 compounds, 0.53% hits; further: potency means the concentration at half of the fitted maximal effect; on the % scale 0 is the no-effect control and ±100 the full control effect
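50 nM final substrate added after 15 min RT preincubation of 10 nM Pol kappa with compound; fluorescence read at 0 and 10 min.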
POLH inh: qHTS for Inhibitors of Polymerase Eta | Potency, µM (series often up to 114 µM), for the others: at the top dose activity change, negative = inhibition, most hits filed as inhibitors | 390,000 compounds, 1.2% hits | AID 588591, 2011 | recombinant Pol eta, fluorescent DNA replication assay; further: potency means the concentration at half of the fitted maximal effect; on the % scale 0 is the no-effect control and ±100 the full control effect
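Pol eta (10 nM) was preincubated with compounds for 15 min at room temperature, after which fluorescent replication substrate (50 nM final) was added to start the reaction. Fluorescence was read kinetically at 0 and 10 min.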
* hit, by the source's call; i = inactive; u = inconclusive; x = no result given; & = joins results of further samples; [ ] = remark or other dose. Unless noted, the call rests on the fitted dose curve; in most records, active means well fitted curve in the direction sought with a large enough effect; inconclusive means small, poorly fitted or top-dose-only effect, or another doubt; inactive means no such curve, though single readings can be large; an effect the other way counts as inactive or inconclusive. Only part of the results is shown; count on the stated rates, not on these rows.

SMILES	PGK inhibitor	Apoferritin bind	POLI inh	APEX1 inh	BLM inh	RXFP1 antag	POLB inh	POLK inh	POLH inh
CN(C(=O)CCN1C(=O)/C(=C/c2ccccc2)SC1=S)C1CCS(=O)(=O)C1 (stereo not drawn)	6%	-4%	1%	u	-26%	10	-2%	-9%	9%
CCC(Sc1nccn1C)C(=O)Nc1cccc2ccccc12 (stereo not drawn)	6%	-5%	12%	20%	3%	6	15%	1%	4%
COc1ccc(N(CC(=O)N/N=C/c2ccco2)S(=O)(=O)c2ccccc2)cc1	-21%	-8%	u	u	-13%	-15	8.9µM*	-22%	89µM*
COc1cccc(C(=O)Nc2cccc(-c3nc4ncccn4c3C)c2)c1	i	43%	-18%	x	1%	5	7%	-10%[60.1 µM]	-8%
CC(C)N1CCc2c(sc(NC(=O)c3ccc(S(=O)(=O)N4CCOCC4)cc3)c2C(N)=O)C1	2%	2%	41%[activator]	-5%	-19%	0	3%	-19%	-9%
Cc1ccc(-c2nc3n(n2)C(=O)CC(c2ccc(C)cc2)S3)cc1 (stereo not drawn)	-1%	-8%	10%	x	-1%	x	20%	-1%	-20%
CCOc1ccc(NC(=S)N2CCN(S(=O)(=O)c3ccc(C)cc3)CC2)cc1	2%	-1%	18%	-10%	-6%	-2	-13%	-17%	-23%
Cn1nc(C(F)(F)F)c(C(=O)Nc2ccc(F)cc2F)c1Sc1cccc(Cl)c1	3%	-1%	8%	14%	-12%	4	14%	-12%	-18%
Cn1c(N)c(C(=O)COC(=O)CCC2CCCC2)c(=O)n(C)c1=O	i	u	96%[activator]	-1%	-6%	-18	7%	-4%	-13%
S=C(NCCCCc1ccccc1)NCc1ccccc1	7%	-20%	1%	-40%	-4%	9	0%	-11%	-8%
COC(=O)c1c(SC)nc2ccccc2c1OCc1cc(C)ccc1C	i	u	8%	x	2%	x	0%	-2%	-17%
COCCCNC(=S)NNC(=O)c1ccccn1	-7%	-4%	93%[activator]	-2%	0%	3	4%	-11%	-9%
COC(=O)c1ccc(NC(=O)CSc2ccccn2)cc1	-8%	-16%	-10%	-10%	-3%	-5	-1%	0%	-7%
CC(C)C[C@H](NC(=O)[C@H](Cc1ccccc1)n1c(=O)[nH]c2ccccc2c1=O)C(=O)N1CCC[C@@H]1C(=O)O	-8%	-4%	-6%	15%	2%	15	-9%	-9%	-4%
CC1CN(S(=O)(=O)c2cccc(C(=O)Nc3ccccc3N3CCCCC3)c2)CC(C)O1 (stereo not drawn)	-5%	x	21%	-9%	x	-10	x	-9%	-21%
COc1cccc([C@H]2Nc3ccc(S(=O)(=O)Nc4cc(C)ccc4C)cc3[C@H]3C=CC[C@H]32)c1	-3%	-21%	18%	x	-12%	-27	11%	-15%	-18%
COc1cc(/C=C(/C(=O)c2cccs2)c2nc3ccccc3[nH]2)cc(OC)c1O	i	-22%	-3%	-8%	-18%	-20	u	-15%	u
CC(=O)c1ccc(NC(=S)NC(=O)Cc2ccc(Cl)cc2)cc1	-10%	2%	22%	4%	-6%	9	12%	-9%	5%
O=C(O)CCSSCCC(=O)O	-3%	x	4%	0%&-3%	x	x	x	0%	-16%
CN1CCN(NC(=O)c2cccc3ccccc23)CC1	3%	3%	176%[activator]	4%	-10%	-8	-19%	-6%	-4%
Cc1ccc(CNCc2cccnc2)s1	-8%	-3%	4%	3%	-1%	-4	5%	6%	-9%
Cc1onc(-c2ccccc2)c1C(=O)N1CCCc2ccccc21	-5%	-18%	-12%	3%	0%	15	20%	-10%	-8%
CCN(CC)S(=O)(=O)N1CCC(C(=O)NC2CCCC2)CC1	-9%	-3%	u	-1%	0%	15	31%	-3%	-3%
CC(Oc1ccc2oc3ccccc3c2c1)C(=O)NC12CC3CC(CC(C3)C1)C2 (stereo not drawn)	-3%	-11%	-9%	-3%	-8%	12	5%[57.1 µM]	-18%	u
COc1ccc(-c2csc(C3=C(O)CN(C(C)C)C3=N)n2)cc1OC	-3%	-7%	-3%	9%	-6%	-3	-2%	-6%	-20%

Brought forward from above: 3 entries; new compounds follow.
SMILES	PGK inhibitor	Apoferritin bind	POLI inh	APEX1 inh	BLM inh	RXFP1 antag	POLB inh	POLK inh	POLH inh
CCN(CC)S(=O)(=O)N1CCC(C(=O)NC2CCCC2)CC1	-9%	-3%	u	-1%	0%	15	31%	-3%	-3%
CC(Oc1ccc2oc3ccccc3c2c1)C(=O)NC12CC3CC(CC(C3)C1)C2 (stereo not drawn)	-3%	-11%	-9%	-3%	-8%	12	5%[57.1 µM]	-18%	u
COc1ccc(-c2csc(C3=C(O)CN(C(C)C)C3=N)n2)cc1OC	-3%	-7%	-3%	9%	-6%	-3	-2%	-6%	-20%
Cc1cc(C(=O)O)cc(S(=O)(=O)Nc2ccccc2C(=O)NC2CC2)c1C	-9%	x	16%	8%	x	-3	x	-13%	-6%
CCOc1ccc(NC(=O)c2ccc(-n3cccn3)nc2)cc1	-10%	-3%	32%[activator]	5%	-4%	1	0%	-17%	-16%
Cc1ccc(NC(=O)NNC(=O)c2cccs2)cc1	1%	-3%	27%	4%	6%	-12	-26%	5%	-8%
O=C(NCCc1ccccc1)c1cccc(Br)n1	x	-4%[110 µM]	x	2%	-9%[75.6 µM]	x	x	-10%	x
Cc1ccc(OCC(=O)Nc2ccc(C)c(F)c2)c([N+](=O)[O-])n1	-3%	x	23%	-4%	x	7	x	-4%	-3%
Cc1ccc(C(C(=O)NC(C)(C)C)N(Cc2cccs2)C(=O)c2csnn2)cc1 (stereo not drawn)	-3%	x	11%	x	x	-1	x	-14%	3%
CN1C(=O)C(C)(C)c2cc(S(=O)(=O)NCC3CCC(C(=O)NC4CCCCC4)CC3)ccc21 (stereo not drawn)	-6%	-7%	33%[activator]	19%	1%	-15	15%	3%	-17%
CCCOc1ccc(N2C(=O)CC(N(CCc3ccc(OC)c(OC)c3)C(=O)c3ccccc3)C2=O)cc1 (stereo not drawn)	i	-7%	10%	2%	-7%	-10	-10%	12%	-2%
COCCNC(C(=O)Nc1ccc(C)cc1[N+](=O)[O-])c1ccccc1 (stereo not drawn)	-18%	-19%	48%[activator]	-1%	-6%	-5	5%	0%	-20%
O=C(Nc1ccccc1F)Nc1ccc([N+](=O)[O-])cc1Cl	-3%	-5%	23%	-4%	-5%	0	8%	-1%	-13%
COc1ccc(CNC(=O)Nc2ccc(OC)cc2)cc1	x	-4%	1%	-2%	-2%	5	9%	-9%	-7%
O=C(CCNC(=O)C1CCN(S(=O)(=O)c2ccccc2)CC1)NCc1ccc(Cl)c(Cl)c1	-6%	-21%	7%	10%	-3%	7	1%	-1%	-15%
COc1ccc(-n2c(=O)c3sc4ccccc4c3n(CC(=O)NC3CCCCC3)c2=O)cc1	-8%	-8%	38%[activator]	x	-1%	x	23%	2%	-13%
O=C(NCc1ccccn1)c1cc(-c2ccc(Cl)cc2)oc1C(F)(F)F	i	-15%	21%	-2%	3%	-4	0%	-3%	-10%
COCCNC(=O)c1ccccc1-c1ccccc1C(=O)O	-6%	-5%	-1%	10%	-1%	-1	-14%	-5%	-5%
Cc1ccc2nc(NC(=O)c3ccc(-c4nc5ccccc5s4)s3)sc2c1	5%	-3%	u	u	-22%	x	u	-24%	u
COC1CCCN(C(=O)c2ccc(OC3CCN(S(=O)(=O)N(C)C)CC3)cc2)C1 (stereo not drawn)	0%	-3%	12%	-14%	1%	-4	18%	-15%	-6%
CC(=O)c1c(C)[nH]c(C(=O)OCC(=O)Nc2cc(S(=O)(=O)N3CCCCC3)ccc2C)c1C	-10%	-4%	152%[activator]	1%	-1%	-3	23%	-10%	-7%
NS(=O)(=O)c1ccc(NC(=O)c2cccc3ccccc23)cc1	10%	20%	-1%	14%	-1%	14	3%	-6%	-11%
CCCOc1ccccc1C1NC(=O)NC(C)=C1C(=O)OCc1ccccc1 (stereo not drawn)	x	8%	u	1%	1%	-11	2%	-8%	-8%
COc1ccc(NC(=O)c2sc(-c3ccccc3)nc2C)c(OC)c1	-6%	51%[activator]	17%	-8%	-4%	3	46%	1%	-1%
CCc1noc(C)c1C(=O)N1CCCC(C(=O)c2cc(F)ccc2OC)C1 (stereo not drawn)	-8%	-11%	-17%	1%	-3%	-3	-3%	8%	1%
Cc1cc(N2C(=O)C(=O)/C(=C(/O)c3ccc(Cl)cc3)C2c2cccc(Br)c2)no1 (stereo not drawn)	-12%	-3%	-10%	-3%	-5%	1	3%	-12%	0%
O=c1oc2ccccc2c(CNc2ccccc2)c1[N+](=O)[O-]	x	6%	1%	-9%	-4%	17	3%	0%	-16%
CSCCC(NC(=O)OC(C)(C)C)C(=O)NC(C(=O)NC(CC(C)C)C(N)=O)C(C)C (stereo not drawn)	-2%	-10%	24%	-1%	0%	-13	17%	-1%	0%
O=C(NCCC(=O)N1CCc2ccccc21)c1ccccc1Cl	-1%	-6%	-5%	42%	-3%	6	-12%	-7%	5%
C=CCn1c(O)c(N=NC(=O)C(O)c2ccccc2)c2ccccc21 (stereo not drawn)	-2%	-16%	0%	0%	-2%	1	-1%	-23%	-14%
CNc1nc(SC)nc2ccsc12	-4%	5%	13%	10%	5%	3	-21%	-3%	2%
CSc1nc(SCC(=O)NCC2CCCO2)c2c3c(sc2n1)CN(C)CC3 (stereo not drawn)	-9%	-8%	u	-9%	26%	-9	3%	-2%	0%
